CHO parental Ca: counter-screen: ATP calcium response change in parental CHO cells; parental CHO-K1, ATP-induced calcium, Fluo-8 fluorescence; inhibition, % at 5.6 µM; 330,000 compounds, 0.63% hits; AID 463079;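 active = inhibition above that plate's mean sample inhibition plus 3 SD, cut at about 26% in these data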;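 also: 0% = ATP-challenged DMSO wells and 100% = DMSO wells without ATP; some compounds past the cut are filed as inactive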
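Material: Parental CHO cells | Reagent: ATP | Compound dosing: Single nominal dose of 5.6 µM per compound | Detection: Intracellular calcium via Fluo-8 no-wash fluorescent dye | Read-out: % inhibition of ATP-induced calcium mobilization | Benchmarks: Low control ATP plus DMSO, high control DMSO only | Replicates: Singlicate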
TAAR1 antagonist: antagonists of human TAAR1; 360,000 compounds, 1.5% hits; Q96RJ0; inhibition, % at 3 µM; CHO RD-HGA16 TAAR1, Fluo-8 calcium fluorescence, antagonist;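 active = inhibition above a per-plate cutoff, the mean inhibition of test compounds on that plate plus 3 SD, cut at about 49% in these data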;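 also: 0% = DMSO plus EC80 beta-PEA response and 100% = DMSO alone without agonist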
Target sequence (Q96RJ0 whole entry, looked up): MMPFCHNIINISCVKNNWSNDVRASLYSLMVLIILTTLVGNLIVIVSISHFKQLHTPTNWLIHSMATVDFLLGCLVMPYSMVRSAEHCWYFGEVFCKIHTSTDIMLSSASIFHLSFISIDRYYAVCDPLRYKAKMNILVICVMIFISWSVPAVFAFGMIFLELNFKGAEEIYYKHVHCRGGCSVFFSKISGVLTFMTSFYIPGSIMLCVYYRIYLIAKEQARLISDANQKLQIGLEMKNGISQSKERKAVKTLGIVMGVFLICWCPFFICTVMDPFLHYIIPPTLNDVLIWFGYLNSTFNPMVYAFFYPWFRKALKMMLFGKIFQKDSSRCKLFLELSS
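test system = CHO RD-HGA16 cells bearing hTAAR1 | replication = singlicate | controls = DMSO-only wells and EC80 β-PEA-stimulated wells | reagent = EC80 β-phenethylamine stimulus | read-out basis = percent inhibition of PEA-evoked calcium signal, max/basal emission ratio | schedule = seeding 17-24 h prior, 75-min 37 °C, 30-min RT dye loading | signal = kinetic Fluo-8 calcium fluorescence measurement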
CHRM1 agonist: activates human CHRM1 receptor; 360,000 compounds, 0.33% hits; CHO-K1 hM1, Fluo-8 calcium fluorescence, agonist mode; 0% DMSO, 100% acetylcholine EC100; activation, % at 3 µM; AID 588814; P11229;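 active = activation above the run's mean compound activation plus 3 SD, cut at about 16% in these data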;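 also: peak over basal fluorescence ratio within a 140 s kinetic read after compound addition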
M1 ag parental: counter-screen for M1 agonists: effect in parental CHO-K1 cells; Fluo-8 calcium fluorescence; scaled to maximal ATP response, vehicle zero; 360,000 compounds, 0.48% hits; activation, % at 3 µM; AID 602248; in the data active = activation above about 15%;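 also: untransfected CHO-K1 host cells lacking M1 receptor as counterscreen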
CHRM1 antagonist: antagonists of human M1 muscarinic receptor; 360,000 compounds, 1.3% hits; CHO-K1 hM1, Fluo-8 calcium fluorescence, ACh EC80 antagonist; inhibition, % at 3 µM;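 active = percent inhibition above its own plate's cutoff, namely the mean of that plate's compound wells plus 3 SD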;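 also: peak over basal fluorescence ratio during 140 s after agonist addition; 0% = ACh EC80 plus DMSO and 100% = DMSO alone without agonist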
TAAR1 agonist: agonists of human TAAR1. activation, % at 3 µM. AID 624467. CHO RD-HGA16 TAAR1, Fluo-8 calcium fluorescence; vehicle wells 0%, saturating PEA agonist 100%. 360,000 compounds, 0.99% hits;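 active = activation above the mean activation of all test compounds in the run plus 3 SD, cut at about 38% in these data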
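Test system: RD-HGA16 (CHO) cells co-expressing Gα16 and hTAAR1; dosing: one-point dosing at 3 µM (nominal); timing: 17-24 h seeding, 75 min 37 °C dye, 30 min RT; signal: kinetic Fluo-8 calcium fluorescence; read-out basis: % activation relative to PEA EC100 response; controls: DMSO and PEA EC100; replicates: n 1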
CHO-K1 Ca antag: counter-screen for M1 antagonists: effect in parental CHO-K1 cells. inhibition, % at 3 µM. 360,000 compounds, 0.6% hits. ATP-induced calcium, Fluo-8 fluorescence. AID 602250;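 active = inhibition above a per-plate cutoff, the plate's mean sample inhibition plus 3 SD, cut at about 24% in these data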;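 also: 0% = DMSO plus EC80 ATP and 100% = DMSO alone without ATP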
CHO-K1 Ca PAM: M1 PAM counterscreen hit in parental CHO-K1 cells. ATP EC20, Fluo-8 calcium fluorescence; 0% at ATP EC20, 100% at ATP max. activation, % at 3 µM. 360,000 compounds, 0.02% hits. AID 602247;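 active = activation above the run cutoff, the mean activation of all test compounds plus 3 SD, cut at about 40% in these data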;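 also: peak over basal fluorescence ratio in a 140 s read after ATP addition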
OXTR potentiate: potentiates the human oxytocin receptor response; CHO-OTR cells, Fluo-8 calcium fluorescence, potentiator mode; 0% = oxytocin EC15, 100% = EC100; P30559; AID 2445; 320,000 compounds, 0.061% hits; activation, % at 3 µM;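 active = activation above that plate's cutoff, the mean activation of tested compounds plus 3 SD, cut at about 6.6% in these data, passing the limit was not always enough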;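 also: 100% uses oxytocin at 75 nM as the full agonist control; some results filed as inactive read as strong as hits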
Target sequence (P30559 whole entry, looked up): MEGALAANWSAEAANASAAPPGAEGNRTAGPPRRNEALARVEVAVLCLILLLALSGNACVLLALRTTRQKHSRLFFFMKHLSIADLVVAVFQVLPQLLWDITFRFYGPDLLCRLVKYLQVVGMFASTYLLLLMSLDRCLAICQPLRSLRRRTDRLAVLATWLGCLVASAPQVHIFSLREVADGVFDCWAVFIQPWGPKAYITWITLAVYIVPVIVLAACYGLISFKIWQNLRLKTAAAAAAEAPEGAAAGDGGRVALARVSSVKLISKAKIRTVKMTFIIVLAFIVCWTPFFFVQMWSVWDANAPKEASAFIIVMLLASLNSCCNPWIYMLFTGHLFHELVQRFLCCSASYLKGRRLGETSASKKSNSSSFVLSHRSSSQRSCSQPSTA
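Assay system: CHO cell line stably expressing human OTR | Also added: Oxytocin at about EC15, sub-maximal agonist stimulus | Times: Compound 6 min at room temperature before oxytocin, 100 s read | Measured by: Fluo-8 intracellular calcium fluorescence, ex 470-495, em 515-575 nm | Controls: EC15 oxytocin alone as 0%, 75 nM oxytocin as 100%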
* = called active by the depositor.

For COc1ccc(C(=O)Nc2ccc(S(=O)(=O)NCc3ccco3)cc2)cc1OC the results were CHO parental Ca -5, TAAR1 antagonist 3, CHRM1 agonist -1, M1 ag parental 1.9, CHRM1 antagonist -2, TAAR1 agonist 4, CHO-K1 Ca antag 3, CHO-K1 Ca PAM 4 and OXTR potentiate -3.
For O=C(O)c1ccc(NCc2cccnc2)c([N+](=O)[O-])c1 the results were CHO parental Ca 2, TAAR1 antagonist -15, CHRM1 agonist -4, M1 ag parental -0.3, CHRM1 antagonist -20, TAAR1 agonist 0, CHO-K1 Ca antag -20, CHO-K1 Ca PAM 17 and OXTR potentiate 10.
Screening C=CCN1C=CC(=CC=C(C#N)C#N)C=C1 returned CHO parental Ca 12, TAAR1 antagonist 16, CHRM1 agonist 9, M1 ag parental 12, CHRM1 antagonist 25, TAAR1 agonist 15, CHO-K1 Ca antag 27*, CHO-K1 Ca PAM -30 and OXTR potentiate -6.
Screening COCCn1c(C)cc(C(=O)CSc2nnc(C3CC3)n2C2CC2)c1C returned CHO parental Ca -11, TAAR1 antagonist 10, CHRM1 agonist -5, M1 ag parental 0.3, CHRM1 antagonist 4, TAAR1 agonist 3, CHO-K1 Ca antag -13, CHO-K1 Ca PAM 13 and OXTR potentiate -4.
For COc1ccc(-c2ccc(C(=O)NCc3cccs3)c3occc23)c(C)c1 the results were TAAR1 antagonist 22, CHRM1 agonist -5, M1 ag parental 0.9, CHRM1 antagonist 2, TAAR1 agonist 0, CHO-K1 Ca antag -1 and CHO-K1 Ca PAM 5.
O=c1[nH]c(=O)n(Cc2ccco2)c2c1C(C(F)(F)F)(C(F)(F)F)N=C(c1ccco1)N2 was read as CHO parental Ca -1, TAAR1 antagonist -4, CHRM1 agonist -2, M1 ag parental 0.7, CHRM1 antagonist 8, TAAR1 agonist 11, CHO-K1 Ca antag 30*, CHO-K1 Ca PAM -8 and OXTR potentiate -6.
For Cc1ccc(S(=O)(=O)N2CCCCC2)cc1NC(=O)COC(=O)c1cccc(O)c1 the results were TAAR1 antagonist 1, CHRM1 agonist 1, M1 ag parental 2.9, CHRM1 antagonist -17, TAAR1 agonist 3, CHO-K1 Ca antag -17 and CHO-K1 Ca PAM 18.
Screening CC(CNC(=O)COC(=O)c1cccs1)c1ccccc1 (configuration not stated) returned CHO parental Ca -1, TAAR1 antagonist 2, CHRM1 agonist -4, M1 ag parental 0.3, CHRM1 antagonist -5, TAAR1 agonist 1, CHO-K1 Ca antag -24, CHO-K1 Ca PAM 15 and OXTR potentiate 2.
`CC1CC(C)CN(CCCNC(=O)C2CCC(=O)N2C2CCCC2)C1` (configuration not stated) gave CHO parental Ca -6, TAAR1 antagonist -3, CHRM1 agonist -12, M1 ag parental 0.3, CHRM1 antagonist -10, TAAR1 agonist 8, CHO-K1 Ca antag -14, CHO-K1 Ca PAM 12 and OXTR potentiate 3.
COc1ccc(/C=C2\Sc3ccc(C(=O)NCC4CCCO4)cc3N(C)C2=O)cc1 (configuration not stated) was read as CHO parental Ca -6, TAAR1 antagonist 3, CHRM1 agonist -2, M1 ag parental 4.4, CHRM1 antagonist 6, TAAR1 agonist 1, CHO-K1 Ca antag -6, CHO-K1 Ca PAM 12 and OXTR potentiate -7.
O=C(NCc1ccco1)c1ccccc1-c1ccc(C(F)(F)F)cc1 was read as CHO parental Ca -9, TAAR1 antagonist 9, CHRM1 agonist -6, M1 ag parental 0.0, CHRM1 antagonist 6, TAAR1 agonist 13, CHO-K1 Ca antag 3, CHO-K1 Ca PAM 4 and OXTR potentiate 4.
For CCCCCN1CC(=O)N2Cc3[nH]c4ccccc4c3C[C@H]2C1=O the results were CHO parental Ca -18, TAAR1 antagonist -15, CHRM1 agonist -2, M1 ag parental 3.6, CHRM1 antagonist -7, TAAR1 agonist 8, CHO-K1 Ca antag -7, CHO-K1 Ca PAM -1 and OXTR potentiate -5.
Screening CC(=NCCCn1ccnc1)C1=C(O)c2ccccc2C1=O returned CHO parental Ca -5, TAAR1 antagonist -12, CHRM1 agonist -14, M1 ag parental 1.3, CHRM1 antagonist -12, TAAR1 agonist 12, CHO-K1 Ca antag -21, CHO-K1 Ca PAM 16 and OXTR potentiate -2.
Cc1ccc(S(=O)(=O)N2CCCCC2c2cccnc2)c(C)c1C (configuration not stated) was read as CHO parental Ca -18, TAAR1 antagonist -7, CHRM1 agonist -5, M1 ag parental 1.3, CHRM1 antagonist -15, TAAR1 agonist 1, CHO-K1 Ca antag -10, CHO-K1 Ca PAM 8 and OXTR potentiate -2.
For CCCC(=O)Nc1ccc(-c2cnc(-c3ccc(NC(=O)CCC)cc3)nc2)cc1 the results were CHO parental Ca 9, TAAR1 antagonist 9, CHRM1 agonist 1, M1 ag parental 0.3, CHRM1 antagonist 12, TAAR1 agonist 0, CHO-K1 Ca antag -9, CHO-K1 Ca PAM 12 and OXTR potentiate -7.
`O=P(O)(O)c1ccccc1OCc1ccccc1` gave CHO parental Ca 9, TAAR1 antagonist 1, CHRM1 agonist -2, M1 ag parental 0.2, CHRM1 antagonist -5, TAAR1 agonist 12, CHO-K1 Ca antag -6, CHO-K1 Ca PAM 13 and OXTR potentiate -7.
Screening CCN(CC(=O)Nc1ccccc1C(F)(F)F)C(=O)CN1C(=O)NC2(CCCCC2)C1=O returned CHO parental Ca -22, TAAR1 antagonist -24, CHRM1 agonist -4, M1 ag parental 0.3, CHRM1 antagonist -5, TAAR1 agonist 1, CHO-K1 Ca antag 27*, CHO-K1 Ca PAM -26 and OXTR potentiate 6.
`CCOC(=O)c1sc(NC(=O)c2cc(S(=O)(=O)N3CCOCC3)ccc2C)nc1C` gave CHO parental Ca -15, TAAR1 antagonist -5, CHRM1 agonist -4, M1 ag parental -0.2, CHRM1 antagonist 1, TAAR1 agonist 4, CHO-K1 Ca antag 18, CHO-K1 Ca PAM -7 and OXTR potentiate -16.
`O=C(CNC(=O)c1ccc(Br)o1)Nc1ccc(F)c(S(=O)(=O)N2CCOCC2)c1` gave TAAR1 antagonist 4, CHRM1 agonist -3, M1 ag parental 0.8, CHRM1 antagonist 25, TAAR1 agonist 0, CHO-K1 Ca antag -2 and CHO-K1 Ca PAM 11.
Screening CC(C)CC(=O)Nc1cccc(C(C)O)c1 (configuration not stated) returned CHO parental Ca -5, TAAR1 antagonist 6, TAAR1 agonist 3 and OXTR potentiate -13.
Screening Cc1cc(C)c2c(-n3cccc3)n[nH]c2n1 returned CHO parental Ca -14, TAAR1 antagonist -12, CHRM1 agonist -2, M1 ag parental -0.1, CHRM1 antagonist 1, TAAR1 agonist 3, CHO-K1 Ca antag 21, CHO-K1 Ca PAM -11 and OXTR potentiate -8.
Screening Cc1ccc(NC(=O)CSc2nnc(CN3CCOCC3)n2-c2ccccc2)cc1 returned CHO parental Ca -18, TAAR1 antagonist 7, CHRM1 agonist -2, M1 ag parental 0.3, CHRM1 antagonist -11, TAAR1 agonist -1, CHO-K1 Ca antag -26, CHO-K1 Ca PAM 20 and OXTR potentiate -1.
For CC1CCCCN1CCCNC(=O)CN1C(=O)c2cccnc2Oc2ccc(Cl)cc21 (configuration not stated) the results were CHO parental Ca -12, TAAR1 antagonist 2, CHRM1 agonist -4, M1 ag parental 0.4, CHRM1 antagonist -14, TAAR1 agonist 1, CHO-K1 Ca antag -13, CHO-K1 Ca PAM 2 and OXTR potentiate -5.
Screening CC(C)CC(=O)N1CCN(c2ccc([N+](=O)[O-])cc2Cl)CC1 returned CHO parental Ca -3, TAAR1 antagonist 12, CHRM1 agonist -1, M1 ag parental 6.8, CHRM1 antagonist -6, TAAR1 agonist 9, CHO-K1 Ca antag 0, CHO-K1 Ca PAM 18 and OXTR potentiate -17.
For NC(=O)COC(=O)c1ccc2c(c1)S(=O)(=O)c1ccccc1C2=O the results were CHO parental Ca -8, TAAR1 antagonist -5, CHRM1 agonist -5, M1 ag parental 1.4, CHRM1 antagonist -1, TAAR1 agonist 0, CHO-K1 Ca antag -15, CHO-K1 Ca PAM 17 and OXTR potentiate 1.
O=c1c(-c2ccc(O)cc2O)coc2cc(O)cc(O)c12 was read as CHO parental Ca 3, TAAR1 antagonist -6, CHRM1 agonist -1, M1 ag parental 0.8, CHRM1 antagonist -3, TAAR1 agonist 1, CHO-K1 Ca antag -4, CHO-K1 Ca PAM 18 and OXTR potentiate -1.
`Cc1ccccc1-c1nc(SCc2cccnc2)c2c(=O)n(C)c(=O)n(C)c2n1` gave CHO parental Ca -4, TAAR1 antagonist -15, CHRM1 agonist -3, M1 ag parental 0.1, CHRM1 antagonist 4, TAAR1 agonist 0, CHO-K1 Ca antag -9, CHO-K1 Ca PAM 14 and OXTR potentiate -4.
Screening COc1ccc(CCNS(=O)(=O)CCNC(=O)c2ccc3c(c2)OCO3)cc1 returned CHO parental Ca -28, TAAR1 antagonist 6, CHRM1 agonist 0, M1 ag parental 2.3, CHRM1 antagonist 1, TAAR1 agonist 6, CHO-K1 Ca antag 7, CHO-K1 Ca PAM -1 and OXTR potentiate 5.
For Cc1cc(C)c(OCC(=O)OCC(=O)NC2CCC(C)CC2)c(C)c1 (configuration not stated) the results were CHO parental Ca -10, TAAR1 antagonist -18, CHRM1 agonist -3, M1 ag parental -0.4, CHRM1 antagonist -7, TAAR1 agonist -1, CHO-K1 Ca antag 13, CHO-K1 Ca PAM -25 and OXTR potentiate -2.
Screening CN(CCCN1CCOCC1)C(=O)c1ccc2nc(Cc3cccc(Cl)c3)oc2c1 returned CHO parental Ca -20, TAAR1 antagonist 9, CHRM1 agonist -7, M1 ag parental 0.0, CHRM1 antagonist -19, TAAR1 agonist 1, CHO-K1 Ca antag 6, CHO-K1 Ca PAM -17 and OXTR potentiate -2.

Filtered by structure, the compounds so far with a nitro group on carbon (2)
For O=C(O)c1ccc(NCc2cccnc2)c([N+](=O)[O-])c1 the results were CHO parental Ca 2, TAAR1 antagonist -15, CHRM1 agonist -4, M1 ag parental -0.3, CHRM1 antagonist -20, TAAR1 agonist 0, CHO-K1 Ca antag -20, CHO-K1 Ca PAM 17 and OXTR potentiate 10.
Screening CC(C)CC(=O)N1CCN(c2ccc([N+](=O)[O-])cc2Cl)CC1 returned CHO parental Ca -3, TAAR1 antagonist 12, CHRM1 agonist -1, M1 ag parental 6.8, CHRM1 antagonist -6, TAAR1 agonist 9, CHO-K1 Ca antag 0, CHO-K1 Ca PAM 18 and OXTR potentiate -17.

Bioassay records as filed in PubChem.
